ABHD4 inh – inhibits mouse alpha/beta hydrolase domain 4; Q8VD66; purified mABHD4, FP-Rh probe fluorescence polarization; inhibition, % at 8.92 µM; 370,000 compounds, 0.54% hits;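 active = inhibition exceeding the mean over every tested compound plus 3 SD, cut at about 30% in these data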;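 note: 0% = plate median of compound wells and 100% = S159A mutant with DMSO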
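Test system: mouse ABHD4 enzyme, wild type. Reagent: FP-Rh fluorescent activity-based probe, added after compound pre-incubation. Timing: pre-incubation 45 min, probe exposure 60 min, at 25 °C. Technique: FP readout, ex 525 nm / em 598 nm. Benchmarks: high control S159A mutant with DMSO, low control median of compound wells.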
PG9 Ab binder – small molecules binding HIV-1 gp120 antibody PG9; TR-FRET gp120-PG9 antibody binding; inhibition, % at 6.7 µM; 360,000 compounds, 0.43% hits; in the data active = inhibition above about 8.5%
rCAG RNA binder – binds r(CAG) RNA repeats | r(CAG) RNA repeat, TO-PRO-1 dye displacement fluorescence | inhibition, % at 3 µM | 370,000 compounds, 1.3% hits;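 active = inhibition above the plate cutoff, the mean of all test compounds on that plate plus 3 SD, cut at about 35% in these data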;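 note: 0% = DMSO alone and 100% = 100 µM mitoxantrone as full dye displacement; higher means more dye released from RNA so lower well fluorescence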
ASAP1 GAP inh – inhibitors of human ASAP1 ArfGAP activity. Q9ULH1. ASAP1-stimulated ARF1 GTP hydrolysis, GDP FP detection. inhibition, % at 16.5 µM. 360,000 compounds, 0.19% hits. AID 624377; in the data active = inhibition above about 25%;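 note: 0% = vehicle with enzyme and substrate and 100% = no enzyme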
HTRA1 inh – inhibitors of human serine peptidase HTRA1 | Q92743 | recombinant HTRA1, FP-rhodamine activity-based probe, fluorescence polarization | inhibition, % at 5.96 µM | 340,000 compounds, 0.5% hits | AID 504803; in the data active = inhibition above about 36%;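 note: 0% = enzyme with DMSO and 100% = wells lacking enzyme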
ARFGAP1 inh – inhibits rat ARF GTPase activating protein 1; Q62848; 360,000 compounds, 0.26% hits; Arfgap1-stimulated ARF1 GTP hydrolysis, GDP FP detection; inhibition, % at 16.5 µM;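 active = inhibition above a per-plate limit, mean inhibition of low control wells plus 3 SD, cut at about 25% in these data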;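 note: 0% = DMSO wells with enzyme and 100% = wells lacking Arfgap1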
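Replicates: Single well per compound | Assay system: Truncated rat Arfgap1 GAP domain | Control set: No-Arfgap1 wells (100%) versus DMSO full-reaction wells (0%) | Times: Enzyme reaction 120 min at 25 °C after 20 min preincubation | Reagent: Human ARF1(Δ1-17)-GTP substrate | Measured by: Tracer-displacement fluorescence polarization with EDTA stop, 620/688 nm | Measure: Percent inhibition of Arfgap1-stimulated GTP hydrolysis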
NR1D1 modulator – modulators of human Rev-erb alpha DNA binding | P20393 | Rev-erbα–FITC-DNA binding, fluorescence polarization, 90 min | activity, % at 10 µM | 370,000 compounds, 0.79% hits | AID 1259318;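 active = activity above about 14%, limit read from the data; passing the limit was not always enough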;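 note: 0% = DMSO wells with 35 nM protein and 100% = DMSO wells with 750 nM protein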
SMARCA2 act – SMARCA2 function activation, primary screen. MG213 cells, MMTV-luciferase reporter, dexamethasone, overnight. activation, % at 9.1 µM. 370,000 compounds, 1% hits; in the data active = activation above about 7.8%;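 note: 0% = vehicle wells and 100% = reference activator wells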
NPR2 activator – GC-B (human) receptor activation; HEK293-GC-B cells, CNP EC30, cGMP TR-FRET; 0% at EC30 CNP, 100% saturating CNP; activation, % at 10 µM; P20594; 370,000 compounds, 0.11% hits;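 active = activation at 10 µM reaching about 35% in either raw or pattern-adjusted values, limit read from the data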
Target sequence (P20594 whole entry, looked up): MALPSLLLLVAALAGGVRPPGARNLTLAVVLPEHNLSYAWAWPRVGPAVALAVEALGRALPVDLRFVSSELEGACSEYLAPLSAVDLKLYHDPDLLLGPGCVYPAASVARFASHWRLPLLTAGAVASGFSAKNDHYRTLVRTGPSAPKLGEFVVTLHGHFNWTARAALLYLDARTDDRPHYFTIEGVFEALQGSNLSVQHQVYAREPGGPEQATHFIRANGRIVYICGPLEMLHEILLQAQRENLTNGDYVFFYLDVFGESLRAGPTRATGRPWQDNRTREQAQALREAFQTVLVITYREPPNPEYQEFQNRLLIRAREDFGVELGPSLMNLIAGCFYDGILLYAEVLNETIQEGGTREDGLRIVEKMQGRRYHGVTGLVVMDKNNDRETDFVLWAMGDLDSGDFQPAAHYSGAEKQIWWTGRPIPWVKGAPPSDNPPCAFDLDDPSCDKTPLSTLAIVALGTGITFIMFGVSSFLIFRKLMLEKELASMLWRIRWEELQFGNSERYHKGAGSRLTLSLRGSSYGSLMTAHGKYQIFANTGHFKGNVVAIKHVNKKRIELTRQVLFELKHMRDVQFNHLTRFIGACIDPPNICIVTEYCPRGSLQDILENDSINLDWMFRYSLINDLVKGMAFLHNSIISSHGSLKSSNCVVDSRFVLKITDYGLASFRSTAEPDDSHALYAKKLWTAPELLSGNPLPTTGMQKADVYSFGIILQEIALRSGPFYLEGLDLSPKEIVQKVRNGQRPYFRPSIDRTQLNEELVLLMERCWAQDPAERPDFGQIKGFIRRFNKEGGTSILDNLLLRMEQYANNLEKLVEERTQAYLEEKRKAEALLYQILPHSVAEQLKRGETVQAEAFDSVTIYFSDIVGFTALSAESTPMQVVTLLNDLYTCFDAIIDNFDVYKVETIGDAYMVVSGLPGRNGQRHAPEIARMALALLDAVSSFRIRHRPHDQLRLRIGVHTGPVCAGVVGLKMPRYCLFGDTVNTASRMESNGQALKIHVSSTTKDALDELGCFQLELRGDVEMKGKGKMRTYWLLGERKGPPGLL
GC-A act – GC-A (human) enzyme activation; AID 1671463; HEK293 GC-A cells, cGMP TR-FRET, EC30 ANP; 0% at EC30 ANP, 100% saturating ANP; activation, % at 10 µM; 370,000 compounds, 0.14% hits; in the data active = activation above about 40%
The depositor's hits bear a star.

Screening O=S(=O)(c1cc(Cl)cc(Cl)c1)N1Cc2cc(N3CCOCC3)ccc2-n2nncc2C1 returned ABHD4 inh -1, PG9 Ab binder -0.8, rCAG RNA binder 0, ASAP1 GAP inh 15, ARFGAP1 inh 3, NR1D1 modulator 7, SMARCA2 act -1, NPR2 activator 3 and GC-A act -2.
For O=C(NC1CCCCC1)Oc1cc2oc(=O)sc2cc1Cl the results were ABHD4 inh 31*, PG9 Ab binder -0.3, rCAG RNA binder 21, ASAP1 GAP inh 0, HTRA1 inh 8, ARFGAP1 inh 9, NR1D1 modulator 0, SMARCA2 act 1, NPR2 activator 7 and GC-A act 11.
Screening CC(NCc1cccc(Cl)c1Cl)C(O)c1ccccc1 (stereo unspecified) returned ABHD4 inh -4, PG9 Ab binder -1.2, rCAG RNA binder -8, ASAP1 GAP inh 6, HTRA1 inh 0, ARFGAP1 inh -20, NR1D1 modulator -2, SMARCA2 act -1, NPR2 activator -8 and GC-A act -4.
`COc1cccc(CNCCc2ccc3c(c2)OCO3)c1OC` gave ABHD4 inh 13, PG9 Ab binder 0.5, rCAG RNA binder 1, ASAP1 GAP inh 10, HTRA1 inh -3, ARFGAP1 inh 2, NR1D1 modulator -5, SMARCA2 act 0, NPR2 activator -13 and GC-A act -21.
Cc1ccccc1N1CCN(C2CCCN(C(=O)Cc3c(C)noc3C)C2)CC1 (stereo unspecified) was read as ABHD4 inh 4, PG9 Ab binder -2.6, rCAG RNA binder -7, ASAP1 GAP inh -3, HTRA1 inh 4, ARFGAP1 inh -5, NR1D1 modulator -9, SMARCA2 act -1, NPR2 activator 2 and GC-A act 0.
`CC(=Nc1ccc(F)cc1)c1c(O)n(C)c(=O)[nH]c1=O` gave ABHD4 inh 4, PG9 Ab binder -0.8, rCAG RNA binder -3, ASAP1 GAP inh 6, HTRA1 inh -1, ARFGAP1 inh -1, NR1D1 modulator -3, SMARCA2 act -2, NPR2 activator 0 and GC-A act -3.
Screening CC(NC(=O)OCc1ccccc1)P(=O)(Oc1ccccc1)Oc1ccccc1 (stereo unspecified) returned ABHD4 inh -4, rCAG RNA binder -4, NR1D1 modulator 12, SMARCA2 act -1, NPR2 activator -6 and GC-A act -3.
For CC12Nc3ccccc3C(=O)N1Cc1cnnn1-c1ccccc12 (stereo unspecified) the results were ABHD4 inh 7, PG9 Ab binder 1.1, rCAG RNA binder 0, ASAP1 GAP inh 3, ARFGAP1 inh 1, NR1D1 modulator -7, SMARCA2 act -5, NPR2 activator -2 and GC-A act -2.
O=C1c2ccccc2C(=O)N1Cc1nc2ccccc2c(=O)n1-c1ccc(Br)cn1 was read as ABHD4 inh 0, PG9 Ab binder 0.2, rCAG RNA binder -2, ASAP1 GAP inh 2, HTRA1 inh 5, ARFGAP1 inh 1, NR1D1 modulator -1, SMARCA2 act 2, NPR2 activator -3 and GC-A act 2.
Screening CC(C)(C)c1ccc(C(=O)C2CCCN(Cc3ccon3)C2)cc1 (stereo unspecified) returned ABHD4 inh -1, PG9 Ab binder 0.4, rCAG RNA binder -4, ASAP1 GAP inh 13, HTRA1 inh -6, ARFGAP1 inh -8, NR1D1 modulator 0, SMARCA2 act 1, NPR2 activator 4 and GC-A act -3.

The final 2 entries of the part before are carried over, then new ones follow:
O=C1c2ccccc2C(=O)N1Cc1nc2ccccc2c(=O)n1-c1ccc(Br)cn1 was read as ABHD4 inh 0, PG9 Ab binder 0.2, rCAG RNA binder -2, ASAP1 GAP inh 2, HTRA1 inh 5, ARFGAP1 inh 1, NR1D1 modulator -1, SMARCA2 act 2, NPR2 activator -3 and GC-A act 2.
Screening CC(C)(C)c1ccc(C(=O)C2CCCN(Cc3ccon3)C2)cc1 (stereo unspecified) returned ABHD4 inh -1, PG9 Ab binder 0.4, rCAG RNA binder -4, ASAP1 GAP inh 13, HTRA1 inh -6, ARFGAP1 inh -8, NR1D1 modulator 0, SMARCA2 act 1, NPR2 activator 4 and GC-A act -3.
Screening COc1ccc(OP(=O)(Nc2ccccc2)Nc2ccccc2)cc1 returned ABHD4 inh -4, PG9 Ab binder 1.6, rCAG RNA binder -4, ASAP1 GAP inh -4, HTRA1 inh -9, ARFGAP1 inh 7, NR1D1 modulator 9, SMARCA2 act -2, NPR2 activator -14 and GC-A act -17.
CC(=NCc1cccnc1)c1c(O)n(-c2ccccc2)c(=O)[nH]c1=O was read as ABHD4 inh 4, PG9 Ab binder -3.9, rCAG RNA binder 1, ASAP1 GAP inh -5, HTRA1 inh 0, ARFGAP1 inh 3, NR1D1 modulator -5, SMARCA2 act -1, NPR2 activator 4 and GC-A act 1.
Cc1ccccc1[N+](=O)[O-] was read as ABHD4 inh 4, PG9 Ab binder -2.4, rCAG RNA binder 1, ASAP1 GAP inh 3, HTRA1 inh 2, ARFGAP1 inh 2, NR1D1 modulator 4, SMARCA2 act -2, NPR2 activator 0 and GC-A act 6.
Screening CN(C)c1nc(-c2ccccc2)[n+](C)s1 returned ABHD4 inh 2, PG9 Ab binder -0.7, rCAG RNA binder 7, ASAP1 GAP inh 8, HTRA1 inh 4, ARFGAP1 inh 8, NR1D1 modulator -4, SMARCA2 act 1, NPR2 activator 17 and GC-A act 10.
Screening CCCCCCn1c(O)c(C=NCCN2CCCCC2)c(=O)[nH]c1=O returned ABHD4 inh 1, PG9 Ab binder -1.2, rCAG RNA binder -1, ASAP1 GAP inh -5, HTRA1 inh 0, ARFGAP1 inh 8, NR1D1 modulator 8, SMARCA2 act 0, NPR2 activator 0 and GC-A act 2.
`OC1(c2ccc(F)cc2)CC2CCC(C1)N2Cc1nnnn1C1CCCC1` (stereo unspecified) gave ABHD4 inh -6, PG9 Ab binder 0.9, rCAG RNA binder -5, ASAP1 GAP inh -4, HTRA1 inh 1, ARFGAP1 inh 1, NR1D1 modulator 5, SMARCA2 act -4, NPR2 activator 0 and GC-A act -1.
Screening N#CC1C(C#N)C2CCC1C1C2N1c1ccccc1 (stereo unspecified) returned ABHD4 inh 1, PG9 Ab binder 1.0, rCAG RNA binder 5, ASAP1 GAP inh 3, HTRA1 inh 2, ARFGAP1 inh 8, NR1D1 modulator -4, SMARCA2 act 0, NPR2 activator 7 and GC-A act 0.
`O=[N+]([O-])c1ccccc1CNCCc1c[nH]c2ccccc12` gave ABHD4 inh 5, PG9 Ab binder -2.4, rCAG RNA binder -3, ASAP1 GAP inh 3, HTRA1 inh -19, ARFGAP1 inh 3, NR1D1 modulator 4, SMARCA2 act -1, NPR2 activator 1 and GC-A act 0.
`CN(C(=O)Oc1ccc([N+](=O)[O-])cc1)c1ccccc1` gave ABHD4 inh 1, PG9 Ab binder 0.7, rCAG RNA binder -6, ASAP1 GAP inh -1, HTRA1 inh 2, ARFGAP1 inh 0, NR1D1 modulator -3, SMARCA2 act 0, NPR2 activator 5 and GC-A act 1.
Screening c1ccc(CCCN2CCN(CCOC(c3ccccc3)c3ccccc3)CC2)cc1 returned ABHD4 inh 2, PG9 Ab binder -0.9, rCAG RNA binder -2, ASAP1 GAP inh -13, HTRA1 inh -4, ARFGAP1 inh 3, NR1D1 modulator 0, SMARCA2 act -6, NPR2 activator -3 and GC-A act -2.
`O=[N+]([O-])c1ccccc1CN1CC=C(c2ccc(F)cc2)CC1` gave ABHD4 inh -4, PG9 Ab binder -1.6, rCAG RNA binder -2, ASAP1 GAP inh -13, HTRA1 inh -8, ARFGAP1 inh -7, NR1D1 modulator 6, SMARCA2 act -1, NPR2 activator 1 and GC-A act 1.
`Cc1ccnc(-n2c(-c3ccco3)nc3ccccc3c2=O)c1` gave ABHD4 inh -1, PG9 Ab binder 0.8, rCAG RNA binder -6, ASAP1 GAP inh 11, HTRA1 inh -3, ARFGAP1 inh 4, NR1D1 modulator -3, SMARCA2 act 1, NPR2 activator 4 and GC-A act 1.
For O=C(CSC1c2ccccc2-c2ccccc21)N/N=C/c1ccccc1 the results were ABHD4 inh -3, PG9 Ab binder -2.1, rCAG RNA binder 3, ASAP1 GAP inh 2, HTRA1 inh -11, ARFGAP1 inh -3 and SMARCA2 act 2.
For CC1CN1P(=O)(Oc1ccc2ccccc2c1)N1CC1C (stereo unspecified) the results were ABHD4 inh -1, PG9 Ab binder -1.7, rCAG RNA binder 2, ASAP1 GAP inh -4, HTRA1 inh 4, ARFGAP1 inh -7, NR1D1 modulator 2, SMARCA2 act 1, NPR2 activator -1 and GC-A act 1.
Screening COCCCn1c(N)c(C(=O)OC(C)COC)c2nc3ccccc3nc21 (stereo unspecified) returned ABHD4 inh -3, PG9 Ab binder 1.2, rCAG RNA binder -8, ASAP1 GAP inh -4, HTRA1 inh -1, ARFGAP1 inh -8, NR1D1 modulator 5, SMARCA2 act 2, NPR2 activator 5 and GC-A act 6.
Screening CC(=O)O[C@@H]1CC[C@]2(C)C3CC[C@@]4(C)C(C[C@@H](O)[C@@H]4O)C3[C@@H](OC(C)=O)C[C@H]2C1 (stereo partly specified) returned ABHD4 inh -12, PG9 Ab binder -1.0, rCAG RNA binder -2, ASAP1 GAP inh -13, HTRA1 inh -1, ARFGAP1 inh -3, NR1D1 modulator 1, SMARCA2 act -3, NPR2 activator 2 and GC-A act -2.
N/C(=N\N=C\c1ccc(O)cc1O)N[N+](=O)[O-] was read as ABHD4 inh 11, PG9 Ab binder -3.1, rCAG RNA binder 0, ASAP1 GAP inh -7, HTRA1 inh 3, ARFGAP1 inh -7, NR1D1 modulator 8, SMARCA2 act 2, NPR2 activator -2 and GC-A act 1.
CC(C)N(CC(O)c1cccc([N+](=O)[O-])c1)C(C)C (stereo unspecified) was read as ABHD4 inh 0, PG9 Ab binder -2.3, rCAG RNA binder 0, ASAP1 GAP inh -14, HTRA1 inh 8, ARFGAP1 inh 13, NR1D1 modulator -1, SMARCA2 act 4, NPR2 activator -5 and GC-A act 2.
Screening O=C1CN=C(c2ccc(Br)cc2)c2c(sc3c2CCCC3)N1CCN1CCCCC1 returned ABHD4 inh -8, PG9 Ab binder 1.6, rCAG RNA binder -3, ASAP1 GAP inh 12, HTRA1 inh -10, ARFGAP1 inh 3, NR1D1 modulator 3, SMARCA2 act -2, NPR2 activator -14 and GC-A act -49.
`CCCCn1c(=O)c(C(=O)Nc2ccccn2)c(O)c2ccccc21` gave ABHD4 inh 3, PG9 Ab binder -0.1, rCAG RNA binder 4, ASAP1 GAP inh -6, HTRA1 inh 5, ARFGAP1 inh -7, NR1D1 modulator -3, SMARCA2 act 1, NPR2 activator -1 and GC-A act -1.
Screening Cc1ccc(CN2CCCC(C(=O)c3sccc3C)C2)o1 (stereo unspecified) returned ABHD4 inh 2, PG9 Ab binder 0.0, rCAG RNA binder -4, ASAP1 GAP inh 5, HTRA1 inh 0, ARFGAP1 inh 6, NR1D1 modulator -6, SMARCA2 act -3, NPR2 activator -5 and GC-A act -1.
For COC(=O)C[C@]1(C(=O)OC)CN(C#N)N(c2ccc(Cl)cc2)C12c1ccccc1-c1ccccc12 the results were ABHD4 inh -13, PG9 Ab binder 0.8, rCAG RNA binder 10, ASAP1 GAP inh 17, HTRA1 inh -31, ARFGAP1 inh 3, NR1D1 modulator 3, SMARCA2 act -10, NPR2 activator -29 and GC-A act -46.

A portion of the library; the hit share may differ from the screen's.
